Growth percent in the NCI-60 one-dose screen (48 h, 10 µM unless noted): 100 = growth as untreated, 0 = no growth, -100 = all killed.
ACHN: ACHN renal cancer. 81,000 tested, 4.9% active
SN12C: SN12C renal cancer cells. 81,000 tested, 3.8% active
PC-3: PC-3 prostate cancer cells; 80,000 tested, 3.9% active
A498: A498 renal cancer cells; 76,000 tested, 5.4% active; AID 1794774
CAKI-1: CAKI-1 renal cancer. AID 1794772. 75,000 tested, 4.7% active
RXF 393: RXF 393 renal cancer cells. 77,000 tested, 6.9% active. AID 1794773
786-0: 786-0 renal cancer cells | 81,000 tested, 5.1% active | AID 1794775
TK-10: TK-10 renal cancer cells; AID 1794769; 81,000 tested, 3.9% active
UO-31: UO-31 renal cancer; 81,000 tested, 5.2% active; AID 1794768
Starred values were filed as active, the others as inactive; . = not tested or not shown; & = joins results of further samples; [ ] = dose if it differs, or a comment. The calls were made as follows: active = growth percent below 10; inactive = the rest.

1	NCCCCCNc1noc(Cc2c[nH]c3cc(Br)ccc23)n1
2	COc1ccccc1Nc1nnc(C(=O)c2c[nH]c3ccccc23)o1
3	Nc1nc(N)nc(-c2ccc([N+](=O)[O-])o2)n1
4	O=C(Cc1nc2cc(Cl)c(Cl)cc2nc1CC(=O)c1cccnc1)c1cccnc1
5	COC(=O)C1CC(C(=O)OC)C2C(C(=O)OC)CC(C(=O)OC)C12 (configuration not stated)
6	O=C(CCN1C(=O)/C(=C/c2ccc(O)cc2)SC1=S)Nc1ccc(O)cc1
7	O=C(NCCNC(=O)c1cc(S(=O)(=O)NCCc2ccccc2)c(O)c(O)c1O)c1cc(S(=O)(=O)NCCc2ccccc2)c(O)c(O)c1O
8	COc1ccc([C@H]2[C@H](C(=O)O)c3ccccc3C(=O)N2c2ccccc2)cc1
Screen / compound no.	1	2	3	4	5	6	7	8
RXF 393	-11*	105	109	88	102	88	78	97
TK-10	39	135	99	141	98	106	97	107
CAKI-1	35	97	107	72	.	85	.	89
786-0	43	98	115	59	110	105	53	91
A498	16	110	72	133	73	67	87	69
SN12C	43	101	100	75	95	92	52	93
UO-31	42	79	73	.	88	69	47	88
PC-3	10.0*	85	93	70	95	78	40	83
ACHN	52	101	101	61	102	79	69	99

9	CCOC(=O)C1CCN(c2oc(Cc3ccccc3)nc2P(=O)(OCC)OCC)CC1
10	COc1ccc(-c2nc(SCC(C)C)nc(N/N=C\c3ccc([N+](=O)[O-])cc3)c2C#N)cc1
11	CN(C)/C=C1\CC2C(=O)N(Cc3ccc(Cl)cc3Cl)C(N(C)C)N2C1=O (configuration not stated)
12	O=C(C(c1ccccc1)c1ccccc1)N1CCOCC1
13	COC(=O)c1[nH]c(=O)[nH]c(=O)c1[N+](=O)[O-]
14	O=S(=O)(O)c1ccc(O)c2ncccc12
15	O=C(Nc1ccc(Cl)c(Cl)c1)ON1CCCCC1
16	CCSc1nnc(Cc2ccc(OC)cc2)n1-c1ccccc1
Screen / compound no.	9	10	11	12	13	14	15	16
RXF 393	115	89	105	109	100	104	97	103
TK-10	108	123	98	88	97	98	122	108
CAKI-1	95	107	102	95	.	112	84	89
786-0	100	96	100	103	97	103	111	104
A498	84	81	109	99	96	91	76	78
SN12C	99	96	96	99	104	102	93	107
UO-31	82	87	96	97	95	95	73	80
PC-3	98	80	85	72	95	91	101	86
ACHN	99	98	110	106	.	110	91	121

17	CCOC(=O)c1c(C)nn(-c2ccc(F)cc2)c1NC(=S)Nc1ccccc1
18	CC(C)CCC(CC(C)C)=NCC(C)O (configuration not stated)
19	O=C(c1ccccc1O)N1CCCC1
20	Cc1nnc(NS(=O)(=O)c2ccc(N=Nc3ccc(N)nc3N)cc2)s1
21	CCc1cc2c(c3c1C(=O)CC3)C(C)(C)CCC2(C)C
22	Cc1c(C(N)=O)sc2nc(SCc3nnco3)n(Cc3ccccc3)c(=O)c12
23	CC(C)Cc1ccc(C(C)C(=O)NCc2ccccc2)cc1 (configuration not stated)
24	Clc1ccc(OCOc2ccc(Cl)cc2)cc1
Screen / compound no.	17	18	19	20	21	22	23	24
RXF 393	110	110	106	136&134	112	102	.	100
TK-10	94	105	97	111&112	104	104	74	69
CAKI-1	98	93	95	96&98	104	100	70	102
786-0	99	102	96	100&102	94	94	89	97
A498	96	111	92	123&100	116	59	84	89
SN12C	101	101	102	105&92	109	97	98	104
UO-31	96	81	92	80&76	94	61	58	99
PC-3	90	104	84	98&94	78	99	94	105
ACHN	110	108	94	110&103	102	103	88	110

25	CS(=O)(=O)Nc1ccc(CNC(=O)C2CCN(c3nc(C(F)(F)F)ccc3C#N)CC2)cc1
26	O=C(CN1CCN(c2cc3c(cc2F)c(=O)c(C(=O)O)cn3C2CC2)CC1)N/N=C/c1c[nH]c2ccccc12
27	Oc1ccc(CN2CCOCC2)c(O)c1O
28	c1ccc2c(c1)ccc1nnnn12
29	COc1ccc(-c2n[nH]c(=O)c3nc(NC(=S)Nc4ccc(Oc5ccccc5)cc4)sc23)cc1
30	CN1CCN(c2ccc3c(c2)nc(NNC(=O)c2ncccn2)c2cccn23)CC1
31	Clc1ccc(-c2nnc(-c3ccc4c(c3)nc(-c3ccccc3)n4C3CCCCC3)o2)cc1
32	O=C1c2ccccc2C(=O)C1(O)C1(O)C(=O)c2ccccc2C1=O
Screen / compound no.	25	26	27	28	29	30	31	32
RXF 393	82	111	.	113	104	-54*	73	95
TK-10	.	117	101	108	93	-88*	87	137
CAKI-1	86	102	109	90	87	-81*	.	94
786-0	92	95	110	99	102	-97*	82	113
A498	77	98	88	88	80	-95*	72	103
SN12C	101	94	101	105	100	6.3*	81	97
UO-31	84	72	87	91	77	1.8*	52	78
PC-3	75	87	92	102	84	6.1*	35	94
ACHN	101	93	100	115	105	-84*	89	85

An excerpt from above in order of number of heavy atoms, smallest number first:
28	c1ccc2c(c1)ccc1nnnn12
19	O=C(c1ccccc1O)N1CCCC1
18	CC(C)CCC(CC(C)C)=NCC(C)O (configuration not stated)
27	Oc1ccc(CN2CCOCC2)c(O)c1O
24	Clc1ccc(OCOc2ccc(Cl)cc2)cc1
15	O=C(Nc1ccc(Cl)c(Cl)c1)ON1CCCCC1
21	CCc1cc2c(c3c1C(=O)CC3)C(C)(C)CCC2(C)C
23	CC(C)Cc1ccc(C(C)C(=O)NCc2ccccc2)cc1 (configuration not stated)
16	CCSc1nnc(Cc2ccc(OC)cc2)n1-c1ccccc1
32	O=C1c2ccccc2C(=O)C1(O)C1(O)C(=O)c2ccccc2C1=O
Screen / compound no.	28	19	18	27	24	15	21	23	16	32
RXF 393	113	106	110	.	100	97	112	.	103	95
TK-10	108	97	105	101	69	122	104	74	108	137
CAKI-1	90	95	93	109	102	84	104	70	89	94
786-0	99	96	102	110	97	111	94	89	104	113
A498	88	92	111	88	89	76	116	84	78	103
SN12C	105	102	101	101	104	93	109	98	107	97
UO-31	91	92	81	87	99	73	94	58	80	78
PC-3	102	84	104	92	105	101	78	94	86	94
ACHN	115	94	108	100	110	91	102	88	121	85

20	Cc1nnc(NS(=O)(=O)c2ccc(N=Nc3ccc(N)nc3N)cc2)s1
22	Cc1c(C(N)=O)sc2nc(SCc3nnco3)n(Cc3ccccc3)c(=O)c12
30	CN1CCN(c2ccc3c(c2)nc(NNC(=O)c2ncccn2)c2cccn23)CC1
25	CS(=O)(=O)Nc1ccc(CNC(=O)C2CCN(c3nc(C(F)(F)F)ccc3C#N)CC2)cc1
29	COc1ccc(-c2n[nH]c(=O)c3nc(NC(=S)Nc4ccc(Oc5ccccc5)cc4)sc23)cc1
26	O=C(CN1CCN(c2cc3c(cc2F)c(=O)c(C(=O)O)cn3C2CC2)CC1)N/N=C/c1c[nH]c2ccccc12
Screen / compound no.	20	22	30	25	29	26
RXF 393	136&134	102	-54*	82	104	111
TK-10	111&112	104	-88*	.	93	117
CAKI-1	96&98	100	-81*	86	87	102
786-0	100&102	94	-97*	92	102	95
A498	123&100	59	-95*	77	80	98
SN12C	105&92	97	6.3*	101	100	94
UO-31	80&76	61	1.8*	84	77	72
PC-3	98&94	99	6.1*	75	84	87
ACHN	110&103	103	-84*	101	105	93

The list goes on:
33	COc1ccc(N/N=C/c2c(-c3ccc(S(C)(=O)=O)cc3)nc3ccccn23)cc1
34	COc1ccc(CNn2c(COc3ccccc3)nc3ccccc3c2=O)cc1OC
35	Cn1cnc2c(Cl)ncnc21
36	O=C(O)c1cccc(=O)o1
37	CN(c1ccccn1)c1ncnc2[nH]ncc12
38	CCC1=C[C@]2(C3CC(=O)N(c4ccccc4)C3=O)CC(C(C)(C)C)C[C@@H]2[C@@H]2C(=O)N(c3ccccc3)C(=O)[C@H]12 (some centres not stated)
39	O=C1OC(c2ccccc2)=C/C1=C/c1ccc([N+](=O)[O-])cc1
40	FC(F)(F)c1cccc(CNC2CCN(CCc3ccccc3)CC2)c1
Screen / compound no.	33	34	35	36	37	38	39	40
RXF 393	79	.	107	110	80	87	.	84
TK-10	57	120	97	93	112	100	115	80
CAKI-1	20	93	97	.	99	71	95	60
786-0	48	103	111	88	71	84	103	79
A498	36	99	91	109	98	88	75	60
SN12C	50	97	94	101	100	89	107	85
UO-31	30	63	88	98	84	73	81	56
PC-3	29	87	82	81	91	57	96	25
ACHN	32	101	93	106	95	90	99	91

41	N#CC(C#N)N=Nc1ccc(Br)cc1
42	O=C(Cn1c(=O)sc2nc3ccccc3nc21)Nc1ncc(Cc2cccc(C(F)(F)F)c2)s1
43	O=C1CSC(c2ccccc2)Nc2n[nH]c(-c3ccccc3)c21 (configuration not stated)
44	COc1ccc(-c2cc(-c3nnc(SC/C(=N/O)c4ccccc4)o3)c3cc(OC)ccc3n2)cc1
45	O=C(NCCO)C(=O)NCCO
46	Cc1cc(=O)oc2cc(OCc3c(F)cccc3Cl)ccc12
47	NC(=O)c1sccc1Nc1ccnc(C(F)(F)F)c1
48	C/C(Cl)=C/CC1=C(O)c2ccccc2C(=O)C1=O
Screen / compound no.	41	42	43	44	45	46	47	48
RXF 393	87	102	97	110	97	78	113	85
TK-10	36	95	112	65	113	98	92	75
CAKI-1	6.3*	71	85	.	94	72	102	.
786-0	35	99	99	91	95	69	97	61
A498	100	104	91	95	.	103	103	91
SN12C	21	99	100	101	99	76	102	69
UO-31	2.2*	64	85	95	99	81	99	64
PC-3	19	87	97	96	92	81	101	41
ACHN	17	102	103	103	118	83	107	59

49	Nc1nc(C(=O)N/N=C/c2ccccc2)nn1-c1ccc(S(N)(=O)=O)cc1
50	COC(=O)C1=CCS(=O)(=O)C1
51	Cn1cccc1/C=N/NC(=O)Cn1c2ccccc2c2ccncc21
52	COc1ccc(Nc2nc3ccccc3nc2/C=C/c2ccccc2)cc1
53	O=C(O)c1c(Cl)ccc([N+](=O)[O-])c1Cl
54	CC1=NN(c2cc(Cl)c(S(=O)(=O)O)cc2Cl)C(=O)C1N=Nc1ccc(S(=O)(=O)O)cc1 (configuration not stated)
55	Nc1ccc2[nH]c(=S)sc2c1
56	COc1ccc(-c2cncnc2N)cc1OC
Screen / compound no.	49	50	51	52	53	54	55	56
RXF 393	107	96	99	101	103	136	113	112
TK-10	103	102	108	128	92	108	131	111
CAKI-1	89	103	.	90	96	.	93	101
786-0	101	105	104	96	106	110	115	107
A498	119	87	91	108	73	97	112	88
SN12C	98	101	101	97	85	110	94	109
UO-31	82	95	96	80	87	88	66	101
PC-3	96	92	97	97	90	94	90	91
ACHN	106	120	102	104	91	109	99	104

57	CCN(CC)CCOC(=O)c1ccc(NC(=O)Nc2ccccc2)cc1
58	CC(=O)N[C@H](C(=O)N[C@H](Cc1ccccc1)C(=O)N[C@H](CS)C(=O)N[C@H](CCCN=C(N)N)C(=O)N[C@H](CCCN=C(N)N)C(=O)N[C@H](CCCN=C(N)N)C(=O)N[C@H](CCCN=C(N)N)C(N)=O)[C@@H](C)O
59	O=C(c1ccccc1)c1cc(Cl)ccc1O
60	Oc1c(Cl)cc(Cl)cc1C(c1cc(Cl)cc(Cl)c1O)C(Cl)(Cl)Cl
61	Cc1ccc(C2=NN3C(C2)c2cc(Br)ccc2OC32CCN(Cc3ccccc3)CC2)o1 (configuration not stated)
62	O=C(NCCCNC(=O)OCc1ccc2c(Br)cc(Br)c(O)c2n1)OCc1ccc2c(Br)cc(Br)c(O)c2n1
63	O=S(=O)(N1CCCCC1)n1nnc2cc3ccccc3cc21
64	CCCc1ccc(C2=NN(c3ccc(S(N)(=O)=O)cc3)C(=O)CC2)cc1
Screen / compound no.	57	58	59	60	61	62	63	64
RXF 393	101	114	110	-31*	110	-93*	107	88
TK-10	102	110	95	13	116	-89*	103	93
CAKI-1	98	98	91	.	72	-92*	95	78
786-0	101	.	107	9.5*	103	-59*	90	93
A498	106	92	94	-27*	105	-2.8*	92	39
SN12C	.	113	101	1.0*	92	-77*	87	84
UO-31	93	99	85	-21*	59	-100*	68	61
PC-3	96	105	97	-7.6*	.	-25*	93	72
ACHN	108	108	107	-20*	99	-100*	95	84

65	CC(C)(C)C(=O)Nc1cccc(NC(=O)c2ccccn2)c1
66	CCn1c(Sc2nnc(NC(=O)CCSC(=S)N3CCCCC3)s2)nc2c1c(=O)n(C)c(=O)n2C
67	CC(=O)Nc1nonc1-c1nc2ccccc2n1Cc1ccc(C(C)(C)C)cc1
68	N#CC(C#N)=Cc1cc2ccccc2n2nnnc12
69	C=C(C)[C@@H]1C/C=C(\COC(=O)[C@H](OC(C)=O)C(NC(=O)c2ccccc2)c2ccccc2)CC[C@H]2O[C@]2(C)CC/C=C(\C)CC1 (some centres not stated)
70	CCCCCCCCCCCCCCNc1nc(C=O)ncc1-c1ccc(C(F)(F)F)cc1
71	O=C(Nc1nc(-c2ccc(Cl)cc2)nc2c1sc(=S)n2-c1ccccc1)C(F)(F)F
Screen / compound no.	65	66	67	68	69	70	71
RXF 393	97	83	66	115	107[5 µM]	111	29
TK-10	112	70	96	96	86[5 µM]	118	-32*
CAKI-1	88	74	69	96	.	101	20
786-0	96	90	70	99	66[5 µM]	96	-72*
A498	103	87	-4.2*	107	85[5 µM]	107	-8.6*
SN12C	103	91	82	85	82[5 µM]	92	57
UO-31	84	52	46	62	52[5 µM]	69	-42*
PC-3	98	85	29	86	32[5 µM]	75	39
ACHN	100	67	82	88	87[5 µM]	103	-49*
